Compound activity as filed in PubChem.
UPR XBP1 act: adaptive UPR (XBP1) activation. AID 463104. activation, % at 20 µM. actives 0.33% (n = 330,000). CHO-XBP1 luciferase reporter, IRE1-XBP1 UPR activation, luminescence; percent of tunicamycin response, DMSO as zero;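 active = versus positive control, 20 µM dose yields 30% or more activation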;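 note: 100% = tunicamycin at 10 µg/mL and 0% = DMSO only wells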
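Assay system: CHO-XBP1 luciferase reporter cells; Schedule: 6 h treatment, 37 °C; Detection: glow luminescence from Steady-Glo reagent; Benchmarks: high control tunicamycin 10 µg/mL final, low control DMSO vehicle only.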
tim23-1 inh: inhibits growth of tim23-1 mutant yeast; actives 1.3% (n = 330,000); S. cerevisiae tim23-1 growth, BacTiter-Glo luminescence, 24 h; AID 463212; inhibition, % at 20 µM;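 active = growth inhibition of the mutant yeast at or above 50%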;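 note: temperature-sensitive mutant grown at 25 °C; plate controls were DMSO-treated mutant yeast for no effect and medium wells lacking yeast for full effect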
697 NFkB inh: inhibitors of the PMA/ionomycin-induced NF-kB reporter in 697 B cells; AID 435022; 697 B-cell NF-kB luciferase reporter, 16 h; inhibition, % at 4 µM; actives 0.33% (n = 330,000); in the data active = inhibition above about 35%
CHOP UPR activ: apoptotic UPR (CHOP) activation | CHO-CHOP luciferase reporter, luminescence; percent of tunicamycin response over DMSO baseline | activation, % at 10 µM | actives 0.34% (n = 330,000) | AID 449763;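 active = at 10 µM dose, activation of 40% or more, normalized to positive control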;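 note: 100% = tunicamycin at 10 µg/mL and 0% = DMSO alone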
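measured by = luciferase luminescence | assay system = CHO-CHOP cells, stable luciferase reporter of PERK-eIF2a-CHOP signalling | amount = 500 reporter cells seeded per well | timing = 6 h compound exposure at 37 °C after overnight seeding | controls = positive tunicamycin 10 µg/mL, negative DMSO alone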
tim10-1 inh: growth inhibitors of tim10-1 mutant yeast. S. cerevisiae tim10-1 ts strain growth, BacTiter-Glo, 24 h. inhibition, % at 20 µM. actives 2.2% (n = 330,000). AID 463190;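 active = inhibition of at least 40%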;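 note: mutant grown at 25 °C; 0% = DMSO wells with yeast and 100% = wells holding no yeast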
Mdm2 MdmX PPI: disrupts the human Mdm2-MdmX interaction | O15151+Q00987 | SaOS-2 split-luciferase Mdm2/MdmX complementation, luminescence | inhibition, % at 8 µM | actives 3% (n = 330,000) | AID 485346;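 active = inhibition of at least 50% at 8 µM in the primary screen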
Target sequence (O15151 whole entry, looked up): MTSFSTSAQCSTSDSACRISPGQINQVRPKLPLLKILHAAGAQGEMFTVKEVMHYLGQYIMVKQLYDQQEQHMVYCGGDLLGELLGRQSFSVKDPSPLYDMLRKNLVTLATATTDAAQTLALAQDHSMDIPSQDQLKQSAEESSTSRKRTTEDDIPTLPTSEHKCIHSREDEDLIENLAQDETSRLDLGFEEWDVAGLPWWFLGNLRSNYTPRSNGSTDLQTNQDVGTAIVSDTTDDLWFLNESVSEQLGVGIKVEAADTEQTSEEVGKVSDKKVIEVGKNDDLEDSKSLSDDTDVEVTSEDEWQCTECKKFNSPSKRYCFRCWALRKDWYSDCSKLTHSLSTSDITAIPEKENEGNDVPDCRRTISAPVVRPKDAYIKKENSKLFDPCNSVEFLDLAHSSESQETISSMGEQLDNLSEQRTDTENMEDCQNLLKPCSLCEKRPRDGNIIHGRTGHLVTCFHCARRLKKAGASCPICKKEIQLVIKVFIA
Target sequence (Q00987 whole entry, looked up): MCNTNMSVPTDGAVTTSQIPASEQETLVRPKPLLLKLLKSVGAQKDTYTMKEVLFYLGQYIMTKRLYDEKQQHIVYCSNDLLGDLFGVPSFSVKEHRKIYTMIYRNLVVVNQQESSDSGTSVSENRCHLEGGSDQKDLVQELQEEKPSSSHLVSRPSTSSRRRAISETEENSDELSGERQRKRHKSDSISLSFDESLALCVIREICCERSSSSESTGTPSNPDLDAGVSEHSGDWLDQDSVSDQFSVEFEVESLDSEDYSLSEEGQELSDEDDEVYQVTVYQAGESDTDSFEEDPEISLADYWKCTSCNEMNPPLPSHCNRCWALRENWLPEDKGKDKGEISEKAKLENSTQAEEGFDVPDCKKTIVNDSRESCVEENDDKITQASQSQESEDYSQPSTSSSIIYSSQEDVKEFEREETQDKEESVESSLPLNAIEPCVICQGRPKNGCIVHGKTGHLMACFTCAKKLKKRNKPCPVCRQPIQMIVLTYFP
Jurkat NFkB inh: lowers PMA/ionomycin-induced NF-kB signal in Jurkat cells; PMA/ionomycin-induced NF-kB luciferase reporter, luminescence; inhibition, % at 4 µM; actives 0.53% (n = 330,000); in the data active = inhibition above about 50%
TIM10 inh: inhibits growth of TIM10 yeast strain; S. cerevisiae TIM10 strain growth, BacTiter-Glo luminescence, 24 h; actives 1.4% (n = 330,000); inhibition, % at 10 µM;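 active = inhibition of 40% or more at the single tested concentration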;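 note: wild-type TIM10 isogenic control strain grown at permissive 25 °C; 0% = DMSO yeast wells and 100% = minimal medium wells without yeast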
Active calls of the source: *.

SMILES | CHOP UPR activ | Jurkat NFkB inh | Mdm2 MdmX PPI | tim23-1 inh | tim10-1 inh | 697 NFkB inh | TIM10 inh | UPR XBP1 act
Cc1cccc2nc(C(=O)Nc3cc(Cl)ccc3-n3cncn3)cn12 | 0.0 | -14 | 5 | 21 | 2 | 20 | 6 | 2
CSc1ccc(CCNC(=O)CCc2nnc3ccc(N4CCC5(CC4)OCCO5)nn23)cc1 | -0.1 | 5 | 21 | -2 | -17 | -10 | -4 | -4
CC(=O)c1ccc(NC(=O)N2CCN(c3cccc(Cl)c3)CC2)cc1 | 1.4 | -6 | 23 | 1 | 1 | 19 | 5 | 0
CCC(C)(C(=O)NC1CCCC1)N(C(=O)c1ccccn1)c1ccccc1 (centres undefined) | 1.6 | 1 | -18 | 6 | 9 | 6 | 8 | 0
Cc1ccc(S(=O)(=O)C(CCC(=O)N2CCOCC2)S(=O)(=O)c2ccc(C)cc2)cc1 | -2.3 | 9 | 9 | 3 | 14 | 5 | -11 | 0
CCOc1ccc(Nc2cc3n(c(=O)n2)CCc2cc(OC)c(OC)cc2-3)cc1 | 0.8 | -5 | 51* | 12 | 19 | 6 | 6 | 13
Cn1nnnc1SCC(=O)NCc1cccs1 | -1.2 | -6 | 0 | 4 | 9 | 3 | 5 | 0
CCOc1ccccc1-n1c(SCC(=O)Nc2ccc(CC)cc2)nc2n[nH]c(C)c2c1=N | 181* | -1 | 93* | 16 | 10 | 1 | 3 | 246*
CC(CO)(CO)NC(=O)c1ccc(=O)[nH]n1 | 2.1 | 5 | 7 | 3 | -15 | 14 | 8 | -1
CN(C)CCNC(=O)c1onc(CSc2ccc(F)c(F)c2)c1C(=O)NCCN(C)C | 0.3 | -5 | 12 | 1 | 10 | -34 | -6 | 1
O=C1CCc2cc(NS(=O)(=O)c3ccc(Br)cc3)cc3c2N1CC3 | -0.3 | 7 | 25 | 8 | 3 | 6 | 3 | 2
CNC(=O)COc1coc(CN2CCN(c3ccc(OC)cc3)CC2)cc1=O | 0.0 | 0 | -4 | -3 | -11 | -1 | 0 | -5
CCN1CCC(=NNC(=O)c2ccc(C)c([N+](=O)[O-])c2)CC1 | -0.8 | -23 | 19 | 21 | 8 | 16 | 8 | 1
C/C=C/C(=O)OCC(=O)Nc1cc(-c2cc(C)c(C)cc2C)nn1-c1ccccc1 | -1.8 | 7 | 9 | 1 | 23 | -10 | 7 | -3
COc1ccccc1OCCSc1nc2ccc([N+](=O)[O-])cc2s1 | 0.9 | -2 | -5 | 22 | 25 | -12 | 12 | -1

Other structures follow:
SMILES | CHOP UPR activ | Jurkat NFkB inh | Mdm2 MdmX PPI | tim23-1 inh | tim10-1 inh | 697 NFkB inh | TIM10 inh | UPR XBP1 act
C/C(=N/NC(=O)c1cc(Cl)ccc1O)C12CC3CC(CC(C3)C1)C2 | 4.5 | 4 | 6 | 54* | 51* | -21 | 32 | -1
O=C1CC2(CCCC2)Oc2ccc(F)cc21 | -0.7 | -11 | 17 | 11 | -4 | -3 | 2 | 0
Cc1ccc2cccc(S(=O)(=O)n3nc(C)cc3C)c2n1 | 0.6 | -6 | 4 | 28 | 23 | 7 | 13 | 3
Cn1c2c(c(=O)n(C)c1=O)C(CC(=O)Nc1ccc(F)cc1)C(=O)N2 (centres undefined) | -0.8 | -2 | 6 | 3 | 8 | 1 | 15 | -2
COCCNC(=O)c1c(N)n(CCC2=CCCCC2)c2nc3ccccc3nc12 | 0.0 | -6 | -19 | 5 | 43* | -2 | 24 | -1
O=C(NCc1ccco1)/C(=C\c1cccnc1)NC(=O)c1ccccc1F | 2.4 | 14 | -26 | 4 | 11 | -7 | -8 | 0
O=C(CN1C2=NCCN2c2ccccc21)c1ccc(Br)s1 | 0.0 | 5 | -36 | 12 | -1 | -10 | -3 | 1
CC(=O)Nc1cccc(NS(=O)(=O)c2cc3c4c(c2)CCN4C(=O)CC3)c1 | 0.6 | -9 | 7 | 3 | -3 | 10 | -9 | 2
N/C(=N\OC(=O)COc1ccc(Cl)cc1)c1ccc(Cl)cc1 | -2.3 | 1 | 31 | 9 | 27 | 9 | 25 | -1
CN(Cc1ccccc1)C(=O)c1cccc(NC(=O)Cc2ccc([N+](=O)[O-])cc2)c1 | 0.1 | 4 | 32 | 14 | 6 | 6 | -4 | -1
CCOC(=O)c1ccc(NC(=O)Cn2ncc(Cl)c(Cl)c2=O)cc1 | 1.0 | 27 | 89* | 31 | 40* | -6 | 31 | -9
Cc1ccc(COC(=O)CCN=C2NS(=O)(=O)c3ccccc32)cc1 | 0.5 | -1 | 16 | -10 | -3 | 6 | -7 | -3
C/C(=N/NC(=O)c1ccc(C(C)(C)C)cc1)c1cccnc1 | 4.0 | -5 | 13 | 17 | 17 | -11 | 10 | -2
O=C(NCc1ccccc1Br)c1cccc2c1C(=O)c1ccc(-c3ccc(OC(F)(F)F)cc3)cc1S2(=O)=O | 98* | -21 | 30 | -10 | -1 | -22 | -16 | 115*
CC(C)CN(CCCNC(=O)CN1C(=O)COc2ccc(S(=O)(=O)N3CCCCCC3)cc21)CC(C)C | 0.7 | -9 | 27 | -5 | -4 | -2 | 0 | -3

The list continues.
SMILES | CHOP UPR activ | Jurkat NFkB inh | Mdm2 MdmX PPI | tim23-1 inh | tim10-1 inh | 697 NFkB inh | TIM10 inh | UPR XBP1 act
O=C(Nc1ccc(NC(=O)c2ccc(Cl)cc2Cl)cc1)c1ccc2c(c1)OCO2 | -0.8 | -16 | 47 | -28 | 4 | -15 | -16 | 6
CCN(CC)S(=O)(=O)c1cc(C(=O)n2cccn2)c(Cl)cc1Cl | -1.5 | 4 | -32 | 28 | 20 | 7 | 4 | -2
Cc1ccc(S(=O)(=O)NCCC(=O)N2CCC(C)CC2)cc1 | 0.1 | 7 | 10 | 16 | -3 | 18 | -4 | 7
CCCn1cnnc1CNC(=O)C1CCC(=O)N(CCCc2ccccc2)C1 (centres undefined) | 0.8 | 1 | -10 | 4 | -13 | 8 | 6 | -7
COc1ccccc1CNC(=O)CNC(=O)Cn1cnc2ccccc2c1=O | 1.7 | -29 | -1 | 9 | -2 | -34 | 14 | -3
Oc1ccc(C=Nc2cccc3ncccc23)c(O)c1 | -1.1 | -4 | -2 | 2 | 13 | -10 | 2 | 0
Cc1ccc2c(=O)oc(N(C)C)nc2c1 | -0.2 | 1 | 16 | 8 | 11 | 8 | 11 | -1
Cc1ccc(S(=O)(=O)N2CCN(C(=O)CCC(=O)NCCc3ccc(F)cc3)CC2)cc1 | -0.9 | -9 | 3 | -2 | 6 | 8 | -11 | -4
CSc1nc2ccccc2c(=O)n1C1CCOC(C)(C)C1 (centres undefined) | -0.4 | 7 | 14 | 13 | -8 | 8 | -4 | 1
Nc1ccc(C(=O)OCc2nc3c(ccc4ccccc43)[nH]2)cc1 | 1.8 | -110 | -51 | 35 | 30 | -175 | 48* | 3
Cc1ccc2oc(/N=C(\N)NC(=O)C3CC3)nc2c1 | -0.4 | -23 | 8 | 40 | -8 | -265 | 0 | -6
COc1cccc(CNC(=O)C2CCN(S(=O)(=O)c3ccc4c(c3)CC(C)N4C(C)=O)CC2)c1 (centres undefined) | 0.8 | 8 | 24 | 16 | 15 | 16 | 1 | -4
Cc1cc(C)c(NC(=O)CSc2nnc(CNC(=O)c3c(F)cccc3Cl)o2)c(C)c1 | -3.1 | 7 | -19 | 15 | 19 | -1 | -8 | -4
CC1CCN(c2ccc3c(c2)S(=O)(=O)c2ccccc2C3=O)CC1 | 3.0 | -211 | -132 | 41 | 35 | -196 | 20 | 11
COc1cccc(/C=N/NC(=O)NC2CCCCC2)c1O | 4.1 | -43 | 12 | 31 | 12 | -45 | 11 | 6

2 compounds drawn at random from those above, as already listed:
SMILES | CHOP UPR activ | Jurkat NFkB inh | Mdm2 MdmX PPI | tim23-1 inh | tim10-1 inh | 697 NFkB inh | TIM10 inh | UPR XBP1 act
Cc1ccc(S(=O)(=O)N2CCN(C(=O)CCC(=O)NCCc3ccc(F)cc3)CC2)cc1 | -0.9 | -9 | 3 | -2 | 6 | 8 | -11 | -4
Cc1ccc(S(=O)(=O)NCCC(=O)N2CCC(C)CC2)cc1 | 0.1 | 7 | 10 | 16 | -3 | 18 | -4 | 7

The listing continues.
SMILES | CHOP UPR activ | Jurkat NFkB inh | Mdm2 MdmX PPI | tim23-1 inh | tim10-1 inh | 697 NFkB inh | TIM10 inh | UPR XBP1 act
COc1ccc(OC)c(-n2cnnn2)c1 | -0.5 | -4 | 5 | -6 | 8 | -6 | -23 | -1
Cc1ccc(-n2nnnc2SCC(=O)Nc2cccc(NC(=O)c3ccco3)c2)cc1C | -0.3 | 10 | 9 | 5 | 6 | 11 | 27 | -4
CCOC(=O)Nc1nnc(-c2cccc(OC)c2)s1 | 3.4 | -1 | -14 | 37 | 26 | -13 | 35 | 5
CCCN1CCN(C(=O)c2c(Cl)cnn2C)CC1 | 5.4 | 10 | 15 | 1 | -14 | 3 | 2 | -3
Cc1cc(/C=N/n2cnnc2)c(O)c([N+](=O)[O-])c1 | -0.8 | -2 | 14 | 14 | 8 | 9 | 13 | 1
COc1ccc(S(=O)(=O)NC2CCCC2)cc1C(N)=O | 1.0 | 17 | 18 | 2 | -3 | 17 | -9 | -5
C=CCNC(=O)c1ccc(NC(=O)C2=CSCCO2)cc1 | 1.9 | -54 | -50 | 21 | 28 | -71 | 4 | -10
CCN(CC)S(=O)(=O)c1cc(C(=O)OCC(=O)Nc2c(F)cccc2F)ccc1F | -0.7 | -4 | 11 | 17 | 17 | 2 | -8 | -1
CNC(=S)N(C)[C@H]1c2c(ccc3ccccc23)OC[C@H]1CO | 0.8 | 3 | 22 | -1 | 10 | 8 | 7 | -2
COc1cc(COCC(O)CN2CCN(CCN3C(=O)c4cccc5cccc(c45)C3=O)CC2)cc(OC)c1OC (centres undefined) | -0.3 | -3 | -15 | -9 | 13 | -11 | 22 | -4
COc1ccc(C(=O)Nc2ccccc2N2CCCCC2)cc1[N+](=O)[O-] | 2.6 | 8 | 4 | 27 | 15 | -19 | 5 | 3
Oc1cccc(/C=N/N=C/c2cccc(O)c2O)c1O | 17 | 81* | 13 | 31 | 22 | -191 | 18 | 15
O=C(O)C(c1ccccc1)N1C(=O)/C(=C\c2ccc(-c3ccccc3Cl)o2)SC1=S (centres undefined) | 1.6 | -8 | 0 | 28 | 25 | -1 | 8 | 3

Of the compounds above, these have an aryl thioether with sulfur outside any ring:
SMILES | CHOP UPR activ | Jurkat NFkB inh | Mdm2 MdmX PPI | tim23-1 inh | tim10-1 inh | 697 NFkB inh | TIM10 inh | UPR XBP1 act
CSc1ccc(CCNC(=O)CCc2nnc3ccc(N4CCC5(CC4)OCCO5)nn23)cc1 | -0.1 | 5 | 21 | -2 | -17 | -10 | -4 | -4
Cn1nnnc1SCC(=O)NCc1cccs1 | -1.2 | -6 | 0 | 4 | 9 | 3 | 5 | 0
CCOc1ccccc1-n1c(SCC(=O)Nc2ccc(CC)cc2)nc2n[nH]c(C)c2c1=N | 181* | -1 | 93* | 16 | 10 | 1 | 3 | 246*
CN(C)CCNC(=O)c1onc(CSc2ccc(F)c(F)c2)c1C(=O)NCCN(C)C | 0.3 | -5 | 12 | 1 | 10 | -34 | -6 | 1
COc1ccccc1OCCSc1nc2ccc([N+](=O)[O-])cc2s1 | 0.9 | -2 | -5 | 22 | 25 | -12 | 12 | -1
CSc1nc2ccccc2c(=O)n1C1CCOC(C)(C)C1 (centres undefined) | -0.4 | 7 | 14 | 13 | -8 | 8 | -4 | 1
Cc1cc(C)c(NC(=O)CSc2nnc(CNC(=O)c3c(F)cccc3Cl)o2)c(C)c1 | -3.1 | 7 | -19 | 15 | 19 | -1 | -8 | -4
Cc1ccc(-n2nnnc2SCC(=O)Nc2cccc(NC(=O)c3ccco3)c2)cc1C | -0.3 | 10 | 9 | 5 | 6 | 11 | 27 | -4
